MBNL1-CUG inh: MBNL1-poly(CUG) RNA binding inhibition; Q9NR56; TR-FRET MBNL1-His/biotin-(CUG)12 binding, 665/545 ratio; Potency, µM (doses to about 57.5 µM), for inactives: top-dose activity change, negative = inhibition, most hits filed as inhibitors; 0.036% of 280,000 active; AID 2675; active = well fitted inhibition curve with a large enough effect in the signal ratio, with a control signal flat, not every such curve was filed as active; inconclusive = small, poorly fitted or top-dose-only effect, or effect the other way, or a change in a side signal; inactive = no such curve, though single readings can be large or run the other way; the % refers to the signal ratio; note: potency is the fitted concentration of half-maximal effect; % is set by controls: 0 for no effect and ±100 for the full control effect
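Compounds (final 92 nM to 58 uM) are added to His-tagged MBNL1 and biotin-(CUG)12, then terbium anti-His antibody and streptavidin-XL665 (5 nM final). After 60 min at room temperature, the 665/545 nm ratio is read.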
ASM inhibitor: human S-ASM enzyme inhibition. Potency, µM (highest dose often 57.5 µM), without a hit: top-dose activity change, negative = inhibition, usual class: inhibitors. 0.006% of 340,000 active. AID 504937. P17405. placental ASM, HMU-PC fluorogenic substrate, 60 min; note: potency is the fitted concentration of half-maximal effect
Target sequence (P17405 47-631 limits assumed): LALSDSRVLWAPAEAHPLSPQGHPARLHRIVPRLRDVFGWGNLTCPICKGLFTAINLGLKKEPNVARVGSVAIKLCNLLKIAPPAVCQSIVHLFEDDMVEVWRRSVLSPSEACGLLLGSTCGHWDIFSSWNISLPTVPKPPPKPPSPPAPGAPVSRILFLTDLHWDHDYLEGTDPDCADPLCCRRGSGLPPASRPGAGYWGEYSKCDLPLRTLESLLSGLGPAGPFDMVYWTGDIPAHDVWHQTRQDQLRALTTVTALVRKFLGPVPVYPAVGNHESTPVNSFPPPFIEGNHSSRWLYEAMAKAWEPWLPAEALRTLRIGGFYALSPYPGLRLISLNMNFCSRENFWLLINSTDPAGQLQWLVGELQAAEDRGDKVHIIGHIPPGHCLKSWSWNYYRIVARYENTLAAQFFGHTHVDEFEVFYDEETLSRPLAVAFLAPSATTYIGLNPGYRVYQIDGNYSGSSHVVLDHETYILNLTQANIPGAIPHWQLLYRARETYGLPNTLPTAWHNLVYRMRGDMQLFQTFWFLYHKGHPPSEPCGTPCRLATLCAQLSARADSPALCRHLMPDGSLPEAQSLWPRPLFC
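Steps: dispense placental human ASM, pin compound, wait 10 min at room temperature, add HMU-PC0 substrate at 9 uM final, incubate 60 min at 37 °C, add stop solution raising pH to 10, read fluorescence.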
hERG WT inh: inhibitors of human wildtype KCNH2 potassium channel; 0.37% of 340,000 active; U2OS, BacMam KCNH2, thallium flux FluxOr; active compounds read low; AID 720551; Q12809; activity change, % at 1.84 µM;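 active = maximum activity change below -70%; inconclusive = maximum activity change between -70% and -50%; inactive = maximum activity change above -50%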; note: % is set by controls: 0 for no effect and ±100 for the full control effect
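U2OS cells transduced with wild-type KCNH2 virus are loaded with FluxOr dye for 45 min, and thallium flux is measured in kinetic reads before and after stimulation buffer. Rate constants are normalized to DMSO controls.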
Eya2 phos inh: Eya2 (human) phosphatase inhibition. O00167. recombinant Eya2, OMFP fluorescence dephosphorylation (OMFP is methylfluorescein phosphate). Potency, µM (top dose mostly 76.9 µM), for the others: at the highest dose activity, negative = inhibition, usual class: inhibitors. 0.006% of 330,000 active; note: potency is the fitted concentration of half-maximal effect; % is set by controls: 0 for no effect and ±100 for the full control effect
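Eya2 (0.2 uM) preincubated 10 min at ambient with compound, then OMFP substrate added at 50 uM; 10 min reaction in 50 mM HEPES pH 7.5, 50 mM NaCl, 5 uM MgCl2, 0.05% BSA, 1 mM DTT. Fluorescence read at Ex 485/Em 525 nm.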
BCR signal inh: chronic active BCR signaling inhibition. ABC-DLBCL IkBa-CBG/CBR reporter, luminescence ratio, 4 h. Potency, µM (highest dose often 46.1 µM), without a hit: top-dose ratio change, negative = lower green/red ratio, most hits filed as inhibitors. 0.05% of 340,000 active; active = well fitted inhibition curve with a large enough effect in the signal ratio, with a control signal flat, not every such curve was filed as active; inconclusive = small, poorly fitted or top-dose-only effect, or effect the other way, or a change in a side signal; the % refers to the signal ratio;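 note: potency is the fitted concentration of half-maximal effect; plate controls were basal doxycycline-induced cells for no effect and cells given 10 µM MG132 for full effect; MG132 reads +100%, hits lower the ratio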
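Compounds up to 46 uM were incubated four hours with TMD8 cells whose green CBG68 luciferase is fused to IkappaBalpha; red CBR luminescence normalised the signal, and concentration-effect curves were fitted to fusion, red and ratio data.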
USP2a block: blocks human ubiquitin-specific protease USP2a | Potency, µM (series often up to 38.3 µM), inactives show at the top dose activity change, negative = inhibition, actives largely listed as inhibitors | AID 463254 | O75604 | 0.01% of 330,000 active | USP2 core, Ub-CHOP2 coupled fluorogenic reporter, 485/531;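 note: potency is the fitted concentration of half-maximal effect; plate controls were DMSO wells for no effect and full inhibition by NEM control for full effect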
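Deubiquitinase activity read as fluorescence (485/531 nm) after Ub-CHOP2 cleavage activates the enterokinase reporter on its substrate; USP2 core 10nM, Ub-CHOP2 and substrate 25nM each, 30min compound preincubation then 60min RT; data normalized to NEM, curves fitted.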
GALK inhibitor: galactokinase (human) inhibition. Purified GALK, Kinase-Glo residual ATP luminescence. AID 1868. 0.007% of 270,000 active. Potency, µM (doses to about 57.5 µM), inactives show at the top dose activity change, negative = inhibition, most hits filed as inhibitors. P51570; note: potency is the fitted concentration of half-maximal effect; % is set by controls: 0 for no effect and ±100 for the full control effect
Target sequence (P51570 whole entry, looked up): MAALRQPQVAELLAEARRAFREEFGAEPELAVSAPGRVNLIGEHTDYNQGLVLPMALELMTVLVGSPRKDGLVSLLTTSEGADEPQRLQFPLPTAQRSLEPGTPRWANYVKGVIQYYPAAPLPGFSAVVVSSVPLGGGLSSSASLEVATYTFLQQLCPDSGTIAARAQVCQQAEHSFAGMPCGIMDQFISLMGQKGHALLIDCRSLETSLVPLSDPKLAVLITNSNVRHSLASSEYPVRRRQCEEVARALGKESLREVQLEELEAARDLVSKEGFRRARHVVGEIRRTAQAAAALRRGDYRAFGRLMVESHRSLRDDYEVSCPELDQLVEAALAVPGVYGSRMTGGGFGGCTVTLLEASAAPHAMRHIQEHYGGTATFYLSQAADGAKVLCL
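Compounds were pin-transferred into ATP buffer (35 uM final), then GALK plus galactose (5 nM, 100 uM final) was added. After 1 h at room temperature, Kinase-Glo Plus was added and luminescence read after 10 min.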
PKM2 activator: PKM2 (human) enzyme activation | P14618 | purified PKM2, Kinase-Glo ATP luminescence, activation; response scale: 0% is enzyme alone, no compound | Potency, µM (series often up to 57.5 µM), for the others: at the top dose activation, hits mostly activators | 0.34% of 260,000 active; note: potency is the fitted concentration of half-maximal effect; % is set by controls: 0 for no effect and ±100 for the full control effect; nearly all actives have a fitted effect of over 55% in size
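Purified hPK-M2 (>95% pure) converted ADP (0.1 mM final) to ATP with 0.5 mM PEP in 50 mM imidazole pH7.2, KCl, MgCl2, Tween 20, BSA; 1 h at room temperature. ATP detected by Kinase-Glo luminescence.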
TSHR antagonist: antagonists of human thyroid stimulating hormone receptor; TSHR-expressing cells, TSH-stimulated cAMP HTRF, 2 h; active compounds read low; AID 504810; 0.2% of 330,000 active; P16473; activity change, negative = inhibition, % at 11.5 µM;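 active = activity change below a set negative limit, meaning inhibition stronger than a set level, cut at about -70% in these data; inconclusive = activity change between two set negative limits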; note: % is set by controls: 0 for no effect and ±100 for the full control effect
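Cell-based HTRF cAMP assay; TSHR cells + compound, TSH EC80 (4nM final), 2 h, 37 deg C. Lysis with anti-cAMP cryptate and cAMP-d2, 30 min RT, read 665/620 nm.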
Mito fusion yeast: mitochondrial division inhibition or fusion activation. S. cerevisiae fusion-defective mutant growth rescue, CellTiterGlo 48 h. Potency, µM (top dose mostly 46.1 µM), for inactives: top-dose growth rescue (activation), hits mostly activators. 0.23% of 320,000 active;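 note: potency is the fitted concentration of half-maximal effect; % of control where 0% means no effect; nearly all actives have a fitted effect of over 45% in size; temperature-sensitive fusion mutants such as fzo1-1 at 37 °C on non-fermentable ethanol glycerol medium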
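Luminescent cell viability in 1536-well qHTS format served as the measure of rescued growth in ts fusion-mutant S. cerevisiae cultured on non-fermentable YPEG for 48 hours at 37C.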
Menin-MLL TR inh: menin-MLL binding inhibition, Texas Red mutant peptide; 0.23% of 270,000 active; AID 1768; Potency, µM (highest dose often 61.6 µM), for the others: at the highest dose FP activity change, negative = inhibition, most hits filed as inhibitors; Menin + Texas Red MLL mutant peptide, fluorescence polarization; O00255; active = well fitted inhibition curve with a large enough effect in the polarisation, with a control signal flat, not every such curve was filed as active; inconclusive = small, poorly fitted or top-dose-only effect, or effect the other way, or a change in a side signal; inactive = no such curve, though single readings can be large or run the other way; the % refers to the polarisation; note: potency is the fitted concentration of half-maximal effect; % of control where 0% means no effect; many of its hits are not listed in these tables
* = called active by the depositor; ? = inconclusive; · = no result given; [ ] = remark or other dose. Unless noted, calls come from the whole dose curve; as a rule, active = well fitted curve in the direction sought with a large enough effect; inconclusive = small, poorly fitted or top-dose-only effect, or another doubt; inactive = no such curve, though single readings can be large; an effect the other way counts as inactive or inconclusive.

SMILES	MBNL1-CUG inh	ASM inhibitor	hERG WT inh	Eya2 phos inh	BCR signal inh	USP2a block	GALK inhibitor	PKM2 activator	TSHR antagonist	Mito fusion yeast	Menin-MLL TR inh
CC(C)N(CCn1c(SCC(=O)N2CC(=O)Nc3ccccc32)nc2ccccc2c1=O)C(C)C	-10%	3%	-2	-9%	4%	1%	0%	2%	7	-4%	-10%
CC(=O)c1cccc(NC(=S)NNC(=O)c2ccc(C)c([N+](=O)[O-])c2)c1	?	-3%	6	-9%	-1%	2%	-1%	-13%	-5	5%	?
O=C(CNC(=O)C1COc2ccccc2O1)Nc1cc(Cl)ccc1Cl (stereo unspecified)	·	0%	0	0%	?	0%	·	·	1	5%	·
O=C(NCc1ccco1)c1ccc2c(c1)CCO2	·	2%	-3	14%	6%	6%	-2%	-6%	24	-1%	·
CCOC(=O)c1cnc2c(OC)cccc2c1N1CCN(c2ccccn2)CC1	?	-1%	10	-8%	-4%	5%	-2%	-1%	-1	3%	?
COc1ccc(C2CC(c3ccc(Br)cc3)=NN2C(=O)CSC2=NCCS2)cc1 (stereo unspecified)	11%	-11%	-1	-9%	?	1%	0%	21%	1	?	4%
OC(CNC1Cc2ccccc2C1)c1ccccc1 (stereo unspecified)	9%	13%	7	9%	?	3%	-1%	·	-4	-1%	-3%
Cn1nnc(NC(=S)NC(=O)c2cc3ccccc3o2)n1	10%	0%	-2	-3%	9%	14%	3%	-1%	2	-8%	·
Cc1cc(/C=N/n2cnnc2)c(O)c([N+](=O)[O-])c1	?	-2%	-2	-19%	?	-2%	1%	-19%	6	1%	-2%
O=C(O)c1ccn(CSc2cc(Cl)ccc2Cl)n1	·	2%	-4	3%	2%	9%	·	·	0	-2%	·
C/C(=N\N=C1\NC(=O)C(CC(=O)Nc2ccccc2F)S1)C1CCCCC1 (stereo unspecified)	12%	-11%	4	0%	-1%	-1%	0%	0%	-1	4%	-11%
O=C(Cc1ccccc1)NCCc1c[nH]c2ccccc12	-1%	0%	-9	7%	-2%	0%	7%	-11%[11.5 µM]	-7	3%	6%
O=C(Nc1ccncc1)c1ccc2ccccc2c1	11%	-2%	-7	11%	?	4%	5%	-11%	0	4%	7%
Cc1nn(S(=O)(=O)c2cccc([N+](=O)[O-])c2)c(C)c1Br	?	-3%	-2	-7%	1%	-14%	8%	15%	-7	3%	10%
CCOC(=O)CN(C(=O)CNC(=O)c1cccs1)C(C(=O)NC1CCCC1)c1ccncc1 (stereo unspecified)	7%	-1%	-17	3%	?	2%	0%	1%	2	0%	6%
Cc1nnsc1C(=O)Nc1cc(Cl)ccc1Cl	0%	0%	-9	1%	-7%	2%	1%	6%	6	-12%	1%
CCOc1ccc(S(=O)(=O)/N=C(\N)c2ccccc2)cc1	-2%	7%	18	2%	1%	1%	-2%	13%	-4	0%	·
COc1ccc(OC)c(NC(=O)CSc2nnc(NC(=O)c3ccco3)s2)c1	-6%	7%	-2	-2%	?	3%	6%	-9%	8	4%	·
CCN(CC)CCn1c(/N=C/c2cc(Br)ccc2O)nc2ccccc21	?	12%	15	8%	?	1%	1%	3%	1	-5%	4%
CCOc1ccccc1OCC(=O)Nc1ccc(N2CCCCC2)cc1	2%	-1%	-18	1%	-2%	5%	0%	6%	-13	-2%	3%
Cc1ccc2nc(Br)c3c(c2c1)OC(CBr)C3 (stereo unspecified)	13%	-2%	3	-14%	-2%	0%	-5%	0%	12	-2%	6%
FC(F)(F)C1CCCN(c2nsc3ccccc23)C1 (stereo unspecified)	36%[activator]	-1%	4	-8%	?	4%	4%	·	-11	-28%	-10%
COc1cc(/C=C(\C#N)c2nnc(N3CCOCC3)n2-c2ccccc2)ccc1O	-14%	-9%	·	8%	?	2%	-4%	1%	-19	-3%	-30%

Compound profiles (already shown). Screens in order: MBNL1-CUG inh, ASM inhibitor, hERG WT inh, Eya2 phos inh, BCR signal inh, USP2a block, GALK inhibitor, PKM2 activator, TSHR antagonist, Mito fusion yeast, Menin-MLL TR inh
`Cc1cc(/C=N/n2cnnc2)c(O)c([N+](=O)[O-])c1` as listed: ?, -2%, -2, -19%, ?, -2%, 1%, -19%, 6, 1%, -2%
`CCOc1ccccc1OCC(=O)Nc1ccc(N2CCCCC2)cc1` as listed: 2%, -1%, -18, 1%, -2%, 5%, 0%, 6%, -13, -2%, 3%

Filtered by structure: the compounds so far containing a halogen (nine)
SMILES	MBNL1-CUG inh	ASM inhibitor	hERG WT inh	Eya2 phos inh	BCR signal inh	USP2a block	GALK inhibitor	PKM2 activator	TSHR antagonist	Mito fusion yeast	Menin-MLL TR inh
O=C(CNC(=O)C1COc2ccccc2O1)Nc1cc(Cl)ccc1Cl (stereo unspecified)	·	0%	0	0%	?	0%	·	·	1	5%	·
COc1ccc(C2CC(c3ccc(Br)cc3)=NN2C(=O)CSC2=NCCS2)cc1 (stereo unspecified)	11%	-11%	-1	-9%	?	1%	0%	21%	1	?	4%
O=C(O)c1ccn(CSc2cc(Cl)ccc2Cl)n1	·	2%	-4	3%	2%	9%	·	·	0	-2%	·
C/C(=N\N=C1\NC(=O)C(CC(=O)Nc2ccccc2F)S1)C1CCCCC1 (stereo unspecified)	12%	-11%	4	0%	-1%	-1%	0%	0%	-1	4%	-11%
Cc1nn(S(=O)(=O)c2cccc([N+](=O)[O-])c2)c(C)c1Br	?	-3%	-2	-7%	1%	-14%	8%	15%	-7	3%	10%
Cc1nnsc1C(=O)Nc1cc(Cl)ccc1Cl	0%	0%	-9	1%	-7%	2%	1%	6%	6	-12%	1%
CCN(CC)CCn1c(/N=C/c2cc(Br)ccc2O)nc2ccccc21	?	12%	15	8%	?	1%	1%	3%	1	-5%	4%
Cc1ccc2nc(Br)c3c(c2c1)OC(CBr)C3 (stereo unspecified)	13%	-2%	3	-14%	-2%	0%	-5%	0%	12	-2%	6%
FC(F)(F)C1CCCN(c2nsc3ccccc23)C1 (stereo unspecified)	36%[activator]	-1%	4	-8%	?	4%	4%	·	-11	-28%	-10%

These rows are one share of the data; count on the stated rates, not on these rows.
